Bioassay records: PubChem, several laboratories
Cl transport mod: KCC2 cotransporter modulators, thallium flux, primary screen, cell-based, HEK293 KCC2, FluoZin-2 fluorescence, MLSMR | Solute carrier family 12 member 5 (Homo sapiens), Q9H2X9 | KCC2 cells, thallium flux FluoZin-2 fluorescence | B-score of Tl+ flux slope (higher = more flux/activation; lower = inhibition) at 10 µM | 190,000 tested, 2.2% active;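 active means thallium flux slope and its plate-corrected score both differing from the plate sample mean at a set confidence after two filtering rounds, in either direction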;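 further: slope of fluorescence scaled to starting intensity during 10 to 20 s after thallium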
TRPN1 ag: zebrafish TRPN1 channel agonists, primary screen, cell-based, HEK293, calcium fluorescence; transient receptor potential cation channel N1 (TRPN1/NompC), Danio rerio; HEK293 zebrafish TRPN1-YFP, Fluo-8 calcium fluorescence; 100% = response to 87 µM carbachol; activation, % at 3 µM; 220,000 tested, 0.18% active; AID 1424, 2008;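 active means activation above its plate's cutoff, the mean activation of test wells on that plate plus 3 SD, cut at about 19% in these data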;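 further: 0% = DMSO alone and 100% = 87 µM carbachol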
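Control set: carbachol 87 µM as high control, DMSO as low control; system: HEK293 stable line with zebrafish TRPN1-YFP; read-out: % activation versus carbachol response; detection: intracellular calcium fluorescence with Fluo-8; doses: single test compound dose, 3 µM nominal, 0.3% DMSO; schedule: dye 1 h 37 °C plus 30 min RT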
EBV gp42 inh: Epstein-Barr virus gp42 inhibitors, primary screen, biochemical, uHTS, fluorescence polarization; inhibition, % (tested at 21.74 µM); Fluorescence polarization binding assay, mP read-out; AID 1085, 2008; 220,000 tested, 0.42% active; in the data active means inhibition above about 50%
Target sequence (Q1HVG2 whole entry, looked up): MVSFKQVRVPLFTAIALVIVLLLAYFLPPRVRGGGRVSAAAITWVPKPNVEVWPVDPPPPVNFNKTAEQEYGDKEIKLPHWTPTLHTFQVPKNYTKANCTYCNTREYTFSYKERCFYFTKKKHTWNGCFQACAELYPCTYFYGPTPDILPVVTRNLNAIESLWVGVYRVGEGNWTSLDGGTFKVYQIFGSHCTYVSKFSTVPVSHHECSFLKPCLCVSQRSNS
Tb hexokinase: Trypanosoma brucei hexokinase 1 inhibitors, primary screen, biochemical, G6PDH-coupled NADH absorbance, MLSCN library. 220,000 tested, 0.11% active. inhibition, % at 10 µM. AID 1430, 2008. recombinant TbHK1, G6PDH-coupled NADH A340;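 active means inhibition of 50% or more in the single-dose primary screen; inactive means inhibition below 50%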
PPC-1+TRAIL kill: compounds killing PPC-1 cancer cells with TRAIL present, primary screen, TRAIL potentiator project, ATPLite luminescence, uHTS; 220,000 tested, 0.41% active; AID 1443, 2008; cell killing (% activity), % at 4 µM; PPC-1 cells + TRAIL, ATPLite viability luminescence;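 active means cell killing above 50% in the first pass at 4 µM, then a duplicate retest at 5 µM averaging 50% or more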;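 further: plate controls were cells with TRAIL plus DMSO for no effect and medium-only wells lacking cells for full effect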
TRPML3 ag: human TRPML3 channel agonists, primary screen, cell-based, HEK293 TRPML3-YFP, Fluo-8 calcium fluorescence, 3 µM; Mucolipin-3 (Homo sapiens), Q8TDD5; 100% = the carbachol control signal; activation, % at 3 µM; 220,000 tested, 0.29% active;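 active means activation above its plate's cutoff, the mean activation of the plate's test wells plus 3 SD, cut at about 12% in these data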;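 further: 0% = DMSO only wells and 100% = carbachol wells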
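Material: TRPML3-YFP stable HEK293 cells | Dosing: One concentration, 3 µM nominal, 0.3% DMSO | Timing: 125 s total fluorescence read per well | Technique: Fluo-8 calcium dye fluorescence, ex 470-495, em 515-575 nm | Measure: Percent activation from peak-to-basal fluorescence ratio, scaled between DMSO and carbachol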
Furin inhibitor: human furin inhibitors, primary screen, biochemical, fluorescence intensity. purified furin, fluorogenic substrate cleavage. inhibition, % at 30 µM. 220,000 tested, 0.061% active. P09958; in the data active means inhibition above about 25%; further: inactives centre near -15
Target sequence (P09958 108-714 limits assumed): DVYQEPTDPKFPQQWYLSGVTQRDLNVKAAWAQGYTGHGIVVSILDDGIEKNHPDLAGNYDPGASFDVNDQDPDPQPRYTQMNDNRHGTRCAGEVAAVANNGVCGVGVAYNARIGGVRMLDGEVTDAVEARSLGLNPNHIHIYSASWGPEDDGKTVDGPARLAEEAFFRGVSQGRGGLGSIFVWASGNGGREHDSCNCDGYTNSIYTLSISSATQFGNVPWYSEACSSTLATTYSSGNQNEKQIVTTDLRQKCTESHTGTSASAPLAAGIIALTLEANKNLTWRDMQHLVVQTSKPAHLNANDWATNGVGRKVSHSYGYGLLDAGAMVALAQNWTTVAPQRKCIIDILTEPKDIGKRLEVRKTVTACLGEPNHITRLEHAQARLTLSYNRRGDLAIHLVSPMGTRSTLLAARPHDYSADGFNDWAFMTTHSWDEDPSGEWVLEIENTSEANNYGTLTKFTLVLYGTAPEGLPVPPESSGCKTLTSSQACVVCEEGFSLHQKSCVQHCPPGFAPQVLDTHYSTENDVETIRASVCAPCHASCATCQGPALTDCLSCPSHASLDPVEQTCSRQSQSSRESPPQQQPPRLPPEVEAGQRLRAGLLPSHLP
Thrombin inh: human alpha-thrombin inhibitors, primary screen, counter-screen for coagulation protease inhibitor project, biochemical, 1536-well, fluorogenic AMC substrate; Prothrombin (Homo sapiens), P00734; Boc-VPR-AMC fluorogenic substrate cleavage; inhibition, % at 5 µM; 220,000 tested, 0.26% active;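 active means inhibition at or above 40%; inactive means inhibition below 40%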;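 further: 0% = enzyme with no compound and 100% = wells without enzyme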
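Assay system: human alpha-thrombin enzyme. Reagent: Boc-VPR-AMC substrate, 15 µM final. Compound dosing: one concentration per compound, 5 µM, with 0.2% DMSO. Incubation: room-temperature reaction. Technique: AMC fluorescence, 355/460 nm. Measure: % inhibition relative to enzyme controls and enzyme-free blanks.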
m-calpain inh: inhibitors of pig calpain II, primary screen, biochemical, fluorogenic peptide substrate, 1536-well | purified calpain II, 30 min | inhibition, % at 16 µM | 220,000 tested, 0.37% active;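 active means inhibition above about 50%, limit read from the data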
* = called active by the depositor; i = inactive; / = no result given; [ ] = dose if it differs, or a comment.

The line under a structure holds: Cl transport mod, TRPN1 ag, EBV gp42 inh, Tb hexokinase, PPC-1+TRAIL kill, TRPML3 ag, Furin inhibitor, Thrombin inh, m-calpain inh
> CC1=C(C(=O)N2CCOCC2)C(c2ccsc2)C2=C(CCCC2=O)N1 (stereo not drawn)
    -0.63, -0.7, -2, -7, 21, 0.7, -19[20 µM], 0, -271
> COc1ccc(C2CC(c3ccccc3)=NN2c2ccc(N)cc2)cc1 (stereo not drawn)
    -1.4, -0.3, -8, -3, 18, -0.7, 7, 2, -36
> COc1cccc(OCC(O)CN2CCC(C)CC2)c1 (stereo not drawn)
    -1.2, 0.8, -14, 3, 5, 0.5, -25, 6, 22
> Cc1ccc(SCc2ccc(C(=O)NCc3cccnc3)cc2)cc1
    0.61, 2.6, -16, 1, 10, 0.1, -14, -6, 15
> COCCN(Cc1cc2cccc(C)c2[nH]c1=O)C(=O)c1ccccc1
    /, -0.3, 0, -14, 1, 0.6, -12[20 µM], -3, -18
> Cc1cccc(N2CCN(C(=O)Cn3cccc3)CC2)c1C
    /, 0.3, -6, -3, -14, 0.1, -20, 5, -32
> Cc1nc2ccccc2n1CC(=O)N/N=C\c1ccccn1
    /, 0.2, -14, 2, -10, 0.1, -8[20 µM], 3, -10
> COc1cc2c(cc1OC)C1Cc3ccc(OC)c(OC)c3CN1CC2 (stereo not drawn)
    -1.1, 1.2, 1, 2, 7, 0.5, -20, 0, 2
> COc1ccc(-c2nnc3sc(C(C)N4C(=O)c5ccccc5C4=O)nn23)cc1 (stereo not drawn)
    -0.45, 0.4, -5, -2, -2, 0.1, -7, -4, -32
> CCOC(=O)C1=C(N)N2C(=O)C(C)SC2=C(C(=O)OCC)C1c1cc(OC)c(OC)c(OC)c1 (stereo not drawn)
    -0.31, -1.1, -10, -22, -13, 0.0, -28, 2, -22
> CC#CCN1c2ccccc2[C@]23C[C@@H](C(=O)OC)N(C(=O)c4cc(C)oc4C)C2=NC(C(=O)OC)=C(C(=O)OC)[C@H]13
    1.2, /, -7, -31, 10, /, -13, 0, -63
> Cc1c(N2C(=O)/C(=C\C3CC=CCC3)SC2=S)c(=O)n(-c2ccccc2)n1C (stereo not drawn)
    -0.46, -1.4, 0, -12, -1, 0.8, -14, 3, -4
> CCOC(=O)Cc1csc(NC(=O)CCNS(=O)(=O)c2ccc3c(c2)CCC(=O)N3)n1
    0.34, 0.8, -4, -1, -10, 1.0, -2, 4, -8
> CCc1cccc(CC)c1NC(=O)c1ccc(-n2cncn2)nc1
    1.3, 0.1, -10, -1, -4, 0.3, -14, -4, 21
> CCNc1nc(SC(C(C)=O)C(C)=O)nc(N(C)C)n1
    0.29, 0.3, -14, -8, 1, 0.4, -16[20 µM], -6, -4
> COc1ccc(Nc2ncnc3c2cnn3-c2cccc(C)c2)cc1OC
    0.12, /, -1, -7, 3, /, -20, -6, -83
> O=C1c2ccccc2C(Nc2cccnc2)N1Cc1ccccc1 (stereo not drawn)
    -0.38, 0.3, -7, -17, 33, -0.6, -29, -1, -6
> CC1CC(=O)Nc2ccccc2N1S(=O)(=O)c1cccs1 (stereo not drawn)
    -0.8, -0.7, 2, 6, 11, -0.3, -4, -4, 0
> COc1ccc(N2Cc3cccc(C(=O)NC(C)CCc4ccco4)c3C2=O)cc1 (stereo not drawn)
    -2.2, -1.7, 2, 0, 11, -1.4, -12, -10, -109
> C=CCSC1=NN2CCS(=O)(=O)N=C2S1
    1.7, 0.3, -2, -1, 7, 0.5, -24, -3, -15
> c1ccc(-c2cnn3nnnc3n2)cc1
    /, -0.5, 10, -31, 5, 0.1, 1, 1, 20
> CCOC(=O)NN1C(=O)c2ccccc2NC1c1ccc(OC)cc1OC (stereo not drawn)
    0.24, 1.0, 10, -6, /, 0.2, -21, -6, i
> CCN(CC)S(=O)(=O)c1ccc(C(=O)NCc2ccc3c(c2)OCO3)cc1
    0.36, -0.1, -14, 7, -5, 0.3, -15, 9, 47
> Cc1cccc(N(CC(=O)NCC2CCCO2)C(=O)CCC(=O)Nc2cc(C)on2)c1 (stereo not drawn)
    -0.28, 1.4, -15, -1, 26, 0.6, -19, -3, -3
> Cc1ccc(S(=O)(=O)NCCNC(=O)c2ccccc2)cc1
    1.8, 1.2, -8, 1, 6, 0.1, -7, -4, -13
> Cc1nn(C)c(C)c1/C=N/NC(=O)c1csc2ccccc12
    /, 3.0, -12, -4, 9, -0.1, -18[20 µM], 7, 3
> CC(C)c1nc(SCC(=O)Nc2ccc(N(C)C)cc2)c2ccccc2n1
    0.47, -3.1, 10, 1, 5, -0.9, -5, -1, 2
> COc1cccc(NS(=O)(=O)c2ccc(S(=O)(=O)N3CCOCC3)cc2)c1
    1.4, 4.3, -5, 8, -8, 1.3, -12, -4, -3
> O=C(CSc1nc2c([nH]c3ccccc32)c(=O)n1-c1cccc(Cl)c1)N1CCOCC1
    0.27, 1.1, -25, 12, /, 0.0, -10, 0, -9
> COc1ccc(S(=O)(=O)N2CCOCC2)cc1N=Nc1sc(N)nc1-c1ccccc1
    1.1, -2.1, 7, -1, 27, -0.5, -9, -2, 34
> C/C(=N\NC(=O)c1ccccc1O)c1c(O)cc(C)oc1=O
    -1.6, 1.4, -13, -19, 28, 0.3, 11[20 µM], 5, -24
> CCN(C1CCS(=O)(=O)C1)S(=O)(=O)c1cccc([N+](=O)[O-])c1 (stereo not drawn)
    -0.18, 1.8, 0, -3, 12, 1.4, -22, -5, -29
> COc1cccc(C2OC(=O)c3ccccc3N2C(C)=O)c1OC(C)=O (stereo not drawn)
    /, 1.0, -18, 4, 0, 0.6, -9, 2, -7
> O=C(Oc1ccc(OC(=O)C2CCC2)cc1)C1CCC1
    0.2, -0.7, -18, 2, 14, 1.1, -20, -8, 8
> CCCn1c(=O)c(C(=O)N/N=C/c2ccccc2F)c(O)c2ccccc21
    0.04, 0.2, -8, -25, /, 0.0, -16, -11, -83
> CCOC(=O)CCSc1nc(C)c2ccccc2n1
    -0.15, -1.1, 1, -2, 5, 0.6, -16, -4, -25
> COc1cc(/C=C/c2ccc3cccc(OC)c3n2)c(OC(C)=O)c([N+](=O)[O-])c1
    /, 0.3, -13, -16, 21, -1.1, -4[20 µM], 2, -38
> Nc1ncncc1-c1ccc([N+](=O)[O-])cc1
    /, -0.3, -14, -11, -5, 0.5, -12[20 µM], -2, -3
> CC1(C)C2CCC1(C)C(NC(=O)CCN1CCCCC1)C2 (stereo not drawn)
    /, 0.6, -10, -1, 9, 0.7, -16, 0, -38
> O=C(CCNS(=O)(=O)c1ccc2c(c1)CCC(=O)N2)NCc1cccnc1
    /, -0.2, 2, -3, 25, 0.1, -4, -7, 0
> CCOc1ccccc1-n1c(SCC(=O)NCc2ccco2)nnc1-c1ccncc1
    0.69, -1.2, -14, 2, 2, 0.6, -21[20 µM], -10, -40
> Cc1cccc(NC(=O)c2nc[nH]c2C(=O)N[C@@H](CC(C)C)C(=O)OCc2ccccc2)c1
    -0.048, /, -11, -18, 9, /, -20, -3, 22
> C(=N\Nc1nc2ccccc2[nH]1)/c1ccc2ncccc2c1
    -0.56, -0.6, -7, -9, 70*[5 µM], 0.6, -13, -6, 1
> CCN1C(=O)/C(=C2\C=Cc3ccccc3N2CC)SC1=S
    0.02, -2.5, -17, 3, 17, -0.9, -24[20 µM], 4, -4
> O=C1C2C3C=CC(C3)C2C(=O)N1c1n[nH]c(-c2ccccc2)n1 (stereo not drawn)
    0.13, 0.8, 7, 3, 29, 0.9, -1[20 µM], 2, 2
> COc1ccc(-c2nc3ccc(C)cn3c2NCc2ccc3c(c2)OCO3)cc1
    0.053, 0.9, -5, -7, /, -0.4, -32, -13, i
> COc1ccc(C(=O)Nc2ccc3c(c2)OCO3)cc1OC
    /, 1.4, 3, -8, 22, 0.3, -9, -2, -39
> O=C(COC(=O)[C@@H]1CC(O)CN1S(=O)(=O)c1ccccc1[N+](=O)[O-])c1ccccc1 (stereo partly drawn)
    -1, 2.1, -6, 4, 6, 1.1, -33, 4, -25
> COc1cc(/C=C/C(=O)OCC(=O)NC(=O)NC(C)C)ccc1OCC#N
    -0.39, 1.4, 9, -14, -4, 0.2, -7, -4, -36
> Cn1c(=NC(=O)CN2C(=O)C3CC=CCC3C2=O)sc2ccccc21 (stereo not drawn)
    -0.64, 0.7, -8, 8, 10, 0.6, -11, -7, 21
> Cc1cccc(OCCSc2cc(C)nc(N)n2)c1
    -0.37, 0.2, -15, 2, 8, 0.6, -24, 2, 12
> CCc1ccc(OCc2nnc(NC(=O)c3cccs3)s2)cc1
    /, 2.1, 3, -1, -3, 1.0, -10[20 µM], -1, 31
> Cc1noc(C)c1C(=O)N1CCN(S(=O)(=O)c2ccc(F)cc2)CC1
    -0.13, 0.4, 0, -2, 22, 0.7, -8, -8, -10

3 of these compounds, reformatted:
> Cc1cccc(NC(=O)c2nc[nH]c2C(=O)N[C@@H](CC(C)C)C(=O)OCc2ccccc2)c1
  Cl transport mod = -0.048	TRPN1 ag = /	EBV gp42 inh = -11	Tb hexokinase = -18	PPC-1+TRAIL kill = 9	TRPML3 ag = /	Furin inhibitor = -20	Thrombin inh = -3	m-calpain inh = 22
> CCOc1ccccc1-n1c(SCC(=O)NCc2ccco2)nnc1-c1ccncc1
  Cl transport mod = 0.69	TRPN1 ag = -1.2	EBV gp42 inh = -14	Tb hexokinase = 2	PPC-1+TRAIL kill = 2	TRPML3 ag = 0.6	Furin inhibitor = -21[20 µM]	Thrombin inh = -10	m-calpain inh = -40
> O=C1C2C3C=CC(C3)C2C(=O)N1c1n[nH]c(-c2ccccc2)n1 (stereo not drawn)
  Cl transport mod = 0.13	TRPN1 ag = 0.8	EBV gp42 inh = 7	Tb hexokinase = 3	PPC-1+TRAIL kill = 29	TRPML3 ag = 0.9	Furin inhibitor = -1[20 µM]	Thrombin inh = 2	m-calpain inh = 2
